cytoskel mod – alters cytoskeleton assembly in HUVEC cells. HUVEC TNFa F-actin phalloidin imaging, high content. inhibition, % at 2 µM. hit rate 0.18% among 91,000;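 active means inhibition above the batch mean plus 3 SD and confirmed as a hit by visual image inspection, cut at about 30% in these data, passing the limit was not always enough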; further: strong numbers were not always called active
IL1B cytotox – HUVEC cytotoxicity counter-screen, IL-1B stimulated; HUVEC cell count loss, Hoechst imaging; cell count reduction, % at 2 µM; hit rate 0.41% among 94,000; AID 845;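 active means cell count reduction more than 3 SD above the screen-wide mean, cut at about 70% in these data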;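 further: normalized per plate to untreated control cells as the no-loss baseline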
ERa coact inh – ER-alpha (human) coactivator binding inhibition; inhibition, % at 25.6 µM; hit rate 1.7% among 86,000; P03372; AID 629; TR-FRET ER-alpha LBD / SRC-1 peptide, estradiol-bound; in the data active means inhibition above about 50%;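 further: 0% = receptor plus peptide control and 100% = peptide only without receptor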
FAK blocker – FAK (human) kinase inhibition; biochemical FAK kinase activity assay; Q05397; hit rate 0.84% among 97,000; inhibition, %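 (tested at 7 µM)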; AID 727; in the data active means inhibition above about 19%;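 further: 0% = DMSO and 100% = reference compound high control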
TNFa cytotox – HUVEC cytotoxicity counter-screen, TNF alpha stimulated; HUVEC TNFalpha-stimulated, Hoechst cell count, imaging; hit rate 0.17% among 93,000; cell count reduction, % at 2 µM;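 active means cell count reduction exceeding the screen mean by over 5 SD, scaled to untreated wells per plate, cut at about 78% in these data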;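 further: cells counted after 24 h of TNF alpha exposure following the 1 h pretreatment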
LYP act – activators of human LYP (PTPN22) phosphatase | Q9Y2R2 | recombinant LYP, DiFMUP fluorescence; 0 = plate median, 100 = signal doubled | activation, % at 2 µM | hit rate 0.11% among 96,000 | AID 697;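 active means activation at 2 µM above a set limit, the mean plus 5 SD, cut at about 37% in these data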
PTPN22 inh 2 – inhibitors of human LYP (PTPN22) phosphatase; inhibition, % at 2 µM; hit rate 0.21% among 96,000; AID 640; Q9Y2R2; recombinant LYP catalytic domain, DiFMUP fluorescence;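 active means inhibition at 2 µM at or above a set limit, the screen mean plus 3 SD, cut at about 24% in these data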;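 further: 0% = DMSO with enzyme and 100% = enzyme fully blocked by orthovanadate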
VCAM1 TNFa inh – reduces TNF alpha induced VCAM1 expression in HUVEC | HUVEC TNFa-induced VCAM-1 immunofluorescence, high-content imaging | hit rate 0.48% among 95,000 | inhibition, % at 2 µM | AID 802;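 active means inhibition above the batch mean plus 3 SD, with images confirmed as a hit by eye, cut at about 37% in these data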;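 further: 0% = TNF-stimulated DMSO wells and 100% = unstimulated control wells; not every result past the cut was called active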
Pyk2 oligo antag – blocks oligomerization of human Pyk2 in cells; hit rate 0.83% among 99,000; Q293 cells, Pyk2 FERM NanoBiT luminescence; stronger effect = lower value; AID 1347419; z-score (the deposit names both 25 µM and 10 µM); Q14289;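 active means Z-score of -3 or lower, scaled per plate to the spread of control and sample wells; inactive means z-score above -3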;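 further: negative z-score means lost luminescence so less FERM oligomerization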
Target sequence (Q14289 whole entry, looked up): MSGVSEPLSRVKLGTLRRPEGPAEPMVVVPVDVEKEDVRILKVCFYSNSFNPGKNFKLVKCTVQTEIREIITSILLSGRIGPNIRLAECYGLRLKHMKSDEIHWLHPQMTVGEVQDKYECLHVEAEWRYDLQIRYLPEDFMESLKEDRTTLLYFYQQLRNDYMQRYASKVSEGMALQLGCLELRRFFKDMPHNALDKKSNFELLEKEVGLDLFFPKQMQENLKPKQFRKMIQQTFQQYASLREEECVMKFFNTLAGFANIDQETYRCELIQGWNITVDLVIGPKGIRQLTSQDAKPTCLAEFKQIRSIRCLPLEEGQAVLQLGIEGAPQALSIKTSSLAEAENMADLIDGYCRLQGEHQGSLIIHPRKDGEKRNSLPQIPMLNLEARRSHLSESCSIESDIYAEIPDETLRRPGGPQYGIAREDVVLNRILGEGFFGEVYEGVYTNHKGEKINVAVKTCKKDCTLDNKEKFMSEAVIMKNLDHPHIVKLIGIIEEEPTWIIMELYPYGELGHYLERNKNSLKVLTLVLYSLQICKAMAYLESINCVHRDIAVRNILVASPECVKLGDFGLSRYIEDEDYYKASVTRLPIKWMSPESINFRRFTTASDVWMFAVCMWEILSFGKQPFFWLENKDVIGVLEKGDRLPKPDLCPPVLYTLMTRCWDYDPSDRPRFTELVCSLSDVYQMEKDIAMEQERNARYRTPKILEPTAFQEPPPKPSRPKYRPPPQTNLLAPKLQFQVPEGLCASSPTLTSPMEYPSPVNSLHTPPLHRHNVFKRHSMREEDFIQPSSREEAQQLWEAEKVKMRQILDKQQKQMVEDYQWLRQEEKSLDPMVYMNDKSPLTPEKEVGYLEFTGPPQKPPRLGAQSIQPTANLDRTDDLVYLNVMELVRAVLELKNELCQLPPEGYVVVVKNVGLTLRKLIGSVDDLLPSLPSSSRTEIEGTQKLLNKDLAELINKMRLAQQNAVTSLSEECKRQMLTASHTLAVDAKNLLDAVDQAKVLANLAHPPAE
* = called active by the depositor; [ ] = remark or other dose.

Results for CC(C)CNc1ncnc2c1sc1nc(N3CCOCC3)c3c(c12)CC(C)(C)OC3 ?
cytoskel mod: 7; IL1B cytotox: -15; FAK blocker: -5; TNFa cytotox: -39; LYP act: 3; PTPN22 inh 2: 2; VCAM1 TNFa inh: -30; Pyk2 oligo antag: -0.27

What do the screens show for `Cc1ccc(CN2C(=O)CCC2C(=O)NCc2ccc3c(c2)OCO3)cc1` (configuration not stated)?
cytoskel mod: 16; IL1B cytotox: 0; ERa coact inh: 11; FAK blocker: -3; TNFa cytotox: -18; LYP act: 4; PTPN22 inh 2: -4; VCAM1 TNFa inh: -5; Pyk2 oligo antag: -0.4

Results for COc1ccccc1C(=O)NCCn1cc(SCC(=O)Nc2cc(C)on2)c2ccccc21 ?
cytoskel mod: -2; IL1B cytotox: -7; ERa coact inh: -3; FAK blocker: -1; TNFa cytotox: -23; LYP act: 1; PTPN22 inh 2: 0; VCAM1 TNFa inh: 1; Pyk2 oligo antag: -1.9

How did C=CCn1c(=O)/c(=C2/SC(C)=C(C)N2CC)s/c1=C1/C(=O)N(C)C(=S)N1c1ccccc1 do in these assays?
cytoskel mod: 20; IL1B cytotox: 4; ERa coact inh: -2[fluorescence artefact?]; FAK blocker: 1; TNFa cytotox: -4; LYP act: 3; PTPN22 inh 2: -4; VCAM1 TNFa inh: 15

What do the screens show for `NC(=O)CCN(Cc1ccccc1)S(=O)(=O)c1ccccc1`?
cytoskel mod: 26; IL1B cytotox: 10; ERa coact inh: -5; FAK blocker: 4; TNFa cytotox: -10; LYP act: -6; PTPN22 inh 2: 5; VCAM1 TNFa inh: -6; Pyk2 oligo antag: -0.53

What do the screens show for `O=C(CCCOc1ccccc1)Nc1nncs1`?
cytoskel mod: 1; IL1B cytotox: 49; ERa coact inh: -3; FAK blocker: 4; TNFa cytotox: -6; LYP act: 0; PTPN22 inh 2: 4; VCAM1 TNFa inh: -3; Pyk2 oligo antag: 0.08

How did Cc1ccc(NC(=O)CN(C)Cc2nc3ccccc3c(=O)[nH]2)c(Br)c1 do in these assays?
cytoskel mod: -18; IL1B cytotox: -7; ERa coact inh: 6[fluorescence artefact?]; FAK blocker: 1; TNFa cytotox: 14; LYP act: 4; PTPN22 inh 2: -4; VCAM1 TNFa inh: -9; Pyk2 oligo antag: -0.06

Results for Cc1cc(C)n(-c2nnc(C)c(=O)[nH]2)n1 ?
cytoskel mod: -32; IL1B cytotox: -11; FAK blocker: 2; TNFa cytotox: -3; LYP act: 5; PTPN22 inh 2: -6; VCAM1 TNFa inh: -11; Pyk2 oligo antag: 1.1

What do the screens show for `COC(=O)/C(=C\C(=O)c1ccccc1)Nc1cccc(C(F)(F)F)c1`?
cytoskel mod: -14; IL1B cytotox: -49; FAK blocker: -4; TNFa cytotox: 8; LYP act: 5; PTPN22 inh 2: -1; VCAM1 TNFa inh: -6; Pyk2 oligo antag: 0.2

How did Cc1sc2c(=O)n3c(nc2c1C(=O)NC1CCCCC1)CCCCC3 do in these assays?
cytoskel mod: 0; IL1B cytotox: 14; ERa coact inh: -1; FAK blocker: 10; TNFa cytotox: -10; LYP act: 6; PTPN22 inh 2: -6; VCAM1 TNFa inh: 0; Pyk2 oligo antag: -0.82

Results for COc1ccc(-c2nc(CS(=O)CC(=O)NCC3CCCO3)c(C)o2)cc1 (configuration not stated) ?
cytoskel mod: 3; IL1B cytotox: 2; ERa coact inh: -6; FAK blocker: -1; TNFa cytotox: -18; LYP act: 1; PTPN22 inh 2: -2; VCAM1 TNFa inh: 23

What do the screens show for `CCC(=O)c1ccc(OCC(O)CN2CCCCC2)cc1` (configuration not stated)?
cytoskel mod: -10; IL1B cytotox: 11; ERa coact inh: -6; FAK blocker: -2; TNFa cytotox: 14; LYP act: 8; PTPN22 inh 2: -6; VCAM1 TNFa inh: 24; Pyk2 oligo antag: 1.5

What do the screens show for `CCOC(=O)c1cc(-c2ccccc2)sc1N`?
cytoskel mod: 2; IL1B cytotox: 5; ERa coact inh: 2[fluorescence artefact?]; FAK blocker: 6; TNFa cytotox: -8; LYP act: -2; PTPN22 inh 2: 8; VCAM1 TNFa inh: 14; Pyk2 oligo antag: 0.57

What do the screens show for `CCOc1ccccc1NC(=O)C1CCN(c2ccc(S(=O)(=O)N3CCCC3)cc2)CC1`?
cytoskel mod: 0; IL1B cytotox: 9; ERa coact inh: 8; FAK blocker: 5; TNFa cytotox: -17; LYP act: -9; PTPN22 inh 2: 7; VCAM1 TNFa inh: 1; Pyk2 oligo antag: 1.3

What do the screens show for `O=c1c2[nH]c3ccc(F)cc3c2ncn1CCN1CCOCC1`?
cytoskel mod: -20; IL1B cytotox: -3; ERa coact inh: 8; FAK blocker: 1; TNFa cytotox: -10; LYP act: 1; PTPN22 inh 2: -2; VCAM1 TNFa inh: -12; Pyk2 oligo antag: 0.1

How did O=C(CCCCn1c(=O)[nH]c2ccsc2c1=O)NCc1ccc2c(c1)OCO2 do in these assays?
cytoskel mod: -19; IL1B cytotox: 33; ERa coact inh: 4; FAK blocker: 3; TNFa cytotox: 48; LYP act: 4; PTPN22 inh 2: -5; VCAM1 TNFa inh: -4

What do the screens show for `Cc1cc(C)c(NC(=O)CCCOC(=O)C2=COCCO2)c(C)c1`?
cytoskel mod: -17; IL1B cytotox: 28; ERa coact inh: -7; FAK blocker: -1; TNFa cytotox: -1; LYP act: 8; PTPN22 inh 2: -8; VCAM1 TNFa inh: 3; Pyk2 oligo antag: -0.99

What do the screens show for `Cc1ccc(SC(C)C(=O)Nc2cccc(N(C)S(C)(=O)=O)c2)cc1` (configuration not stated)?
cytoskel mod: 16; IL1B cytotox: -17; ERa coact inh: 7[fluorescence artefact?]; FAK blocker: 0; TNFa cytotox: -8; LYP act: 2; PTPN22 inh 2: -5; VCAM1 TNFa inh: 3; Pyk2 oligo antag: 0.65

How did CN1CCN(C(=O)c2cc3c(C(F)(F)F)nn(C)c3s2)CC1 do in these assays?
cytoskel mod: -11; IL1B cytotox: 0; FAK blocker: 0; TNFa cytotox: 9; LYP act: 2; PTPN22 inh 2: -4; VCAM1 TNFa inh: 13; Pyk2 oligo antag: 3.6

How did O=C(COc1ccccc1)NC(NC(=S)Nc1ccccc1C(=O)O)C(Cl)(Cl)Cl (configuration not stated) do in these assays?
cytoskel mod: -4; IL1B cytotox: -67; FAK blocker: -1; TNFa cytotox: -27; LYP act: -3; PTPN22 inh 2: 7; VCAM1 TNFa inh: -15; Pyk2 oligo antag: -0.07

What do the screens show for `C=CCNc1nnc(SC2CC(=O)N(c3ccc(OC)cc3)C2=O)s1` (configuration not stated)?
cytoskel mod: 13; IL1B cytotox: -49; ERa coact inh: -15[fluorescence artefact?]; FAK blocker: 0; TNFa cytotox: -35; LYP act: -2; PTPN22 inh 2: 3; VCAM1 TNFa inh: 12; Pyk2 oligo antag: 0.11

How did CCCCCn1c(=O)c(F)cn(Cc2ccc(OC)c([N+](=O)[O-])c2)c1=O do in these assays?
cytoskel mod: 10; IL1B cytotox: -4; FAK blocker: -7; TNFa cytotox: -12; LYP act: 4; PTPN22 inh 2: 1; VCAM1 TNFa inh: 2; Pyk2 oligo antag: 0.55

What do the screens show for `C=CCN(CC=C)C(=O)Cc1ccc(F)cc1`?
cytoskel mod: -6; IL1B cytotox: -20; ERa coact inh: -10; FAK blocker: -1; TNFa cytotox: -16; LYP act: 2; PTPN22 inh 2: -3; VCAM1 TNFa inh: -4; Pyk2 oligo antag: 0.48

What do the screens show for `C=CCn1c(Cc2nc3ccccc3[nH]2)n[nH]c1=S`?
cytoskel mod: -11; IL1B cytotox: -6; ERa coact inh: -6; FAK blocker: -7; TNFa cytotox: -2; LYP act: 8; PTPN22 inh 2: -5; VCAM1 TNFa inh: -1; Pyk2 oligo antag: 2.1

How did CCOC(=O)Nc1c(C(=O)OC)[nH]c2cc(OC)ccc12 do in these assays?
cytoskel mod: -14; IL1B cytotox: -13; ERa coact inh: -10; FAK blocker: -2; TNFa cytotox: -14; LYP act: 0; PTPN22 inh 2: -3; VCAM1 TNFa inh: 16; Pyk2 oligo antag: 0.34

What do the screens show for `Cc1ccccc1-c1noc(C2CCCCC2)n1`?
cytoskel mod: 2; IL1B cytotox: 14; ERa coact inh: -6; FAK blocker: 1; TNFa cytotox: -15; LYP act: -13; PTPN22 inh 2: 12; VCAM1 TNFa inh: -7; Pyk2 oligo antag: 0.82

Results for COc1ccc(S(=O)(=O)NC(CC(=O)NCc2ccc3c(c2)OCO3)c2ccco2)cc1 (configuration not stated) ?
cytoskel mod: 5; ERa coact inh: -2; FAK blocker: 1; TNFa cytotox: -2; LYP act: -1; PTPN22 inh 2: -2; VCAM1 TNFa inh: 7; Pyk2 oligo antag: 0.46

What do the screens show for `O=C(CSc1ccc(Cl)cc1)Nc1ccc(N2CCN(C(=O)c3ccco3)CC2)cc1`?
cytoskel mod: 5; IL1B cytotox: 1; ERa coact inh: 64*[fluorescence artefact?]; FAK blocker: 7; TNFa cytotox: 21; LYP act: -7; PTPN22 inh 2: 9; VCAM1 TNFa inh: 2; Pyk2 oligo antag: -0.4

How did O=C(OCc1cn(-c2ccc(Cl)c(Cl)c2)nn1)c1ccccc1 do in these assays?
cytoskel mod: -11; IL1B cytotox: -8; FAK blocker: 0; TNFa cytotox: -7; LYP act: -2; PTPN22 inh 2: 4; VCAM1 TNFa inh: -24; Pyk2 oligo antag: 1

Results for Cc1csc(SCC(=O)NC23CC4CC(CC(C4)C2)C3)n1 ?
cytoskel mod: -21; IL1B cytotox: -3; ERa coact inh: 8[fluorescence artefact?]; FAK blocker: -1; TNFa cytotox: -5; LYP act: 9; PTPN22 inh 2: -12; VCAM1 TNFa inh: -10; Pyk2 oligo antag: -0.93

Among those listed so far, these contain a CF3 group.
What do the screens show for `COC(=O)/C(=C\C(=O)c1ccccc1)Nc1cccc(C(F)(F)F)c1`?
cytoskel mod: -14; IL1B cytotox: -49; FAK blocker: -4; TNFa cytotox: 8; LYP act: 5; PTPN22 inh 2: -1; VCAM1 TNFa inh: -6; Pyk2 oligo antag: 0.2

How did CN1CCN(C(=O)c2cc3c(C(F)(F)F)nn(C)c3s2)CC1 do in these assays?
cytoskel mod: -11; IL1B cytotox: 0; FAK blocker: 0; TNFa cytotox: 9; LYP act: 2; PTPN22 inh 2: -4; VCAM1 TNFa inh: 13; Pyk2 oligo antag: 3.6

The list goes on.
How did Cc1ccc(S(=O)(=O)N2CCN(S(=O)(=O)c3ccc(C)cc3)C2)cc1 do in these assays?
IL1B cytotox: -16; ERa coact inh: -3; FAK blocker: -5; TNFa cytotox: -40; LYP act: -1; PTPN22 inh 2: 3; VCAM1 TNFa inh: -6; Pyk2 oligo antag: 0.59

Results for O=C(O)CCC(=O)N1CCc2cc(S(=O)(=O)N3CC=C(c4ccccc4)CC3)ccc21 ?
cytoskel mod: 6; IL1B cytotox: 6; ERa coact inh: 10; FAK blocker: 5; TNFa cytotox: -30; LYP act: 1; PTPN22 inh 2: -3; VCAM1 TNFa inh: 16

How did Cc1ccc2c(c1)c1c(n2CC(O)CNC(C)(C)C)CCCC1 (configuration not stated) do in these assays?
cytoskel mod: -22; IL1B cytotox: -39; FAK blocker: 1; TNFa cytotox: 2; LYP act: 0; PTPN22 inh 2: 0; VCAM1 TNFa inh: 1

Results for NS(=O)(=O)c1ccc(CCNC(=O)C2Cc3ccccc3CN2C(=O)c2ccco2)cc1 (configuration not stated) ?
cytoskel mod: -14; IL1B cytotox: -32; FAK blocker: 0; TNFa cytotox: -5; LYP act: 13; PTPN22 inh 2: -16; VCAM1 TNFa inh: -1; Pyk2 oligo antag: 0.93

Results for COc1ccc(NC(=O)N(Cc2ccc(C)cc2)Cc2cccnc2)c(OC)c1 ?
cytoskel mod: 8; IL1B cytotox: 5; ERa coact inh: 1; FAK blocker: -5; TNFa cytotox: -28; LYP act: 1; PTPN22 inh 2: -4; VCAM1 TNFa inh: 11

High-throughput results (PubChem)
